High-throughput results (PubChem)
E coli Lon inh = inhibitors of E. coli Lon protease, primary screen, biochemical, fluorescence polarization. purified E. coli Lon protease. inhibition, % at 7.94 µM. P0A9M0. AID 602123, 2011. hit rate 0.42% among 360,000; in the data active means inhibition above about 13%, passing the limit was not always enough;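 further: 0% = enzyme with probe and DMSO and 100% = no enzyme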
MsrA inh = bovine MsrA enzyme inhibitors, primary screen, biochemical, absorbance, HTS; Methionine sulfoxide reductase A (Bos taurus); hit rate 0.75% among 360,000; inhibition, % at 15.5 µM; purified bovine MsrA, absorbance read-out; in the data active means inhibition above about 4.5%;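 further: 0% = vehicle wells with enzyme and 100% = reference inhibitor wells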
CSN deneddyl inh = inhibitors of CSN-mediated cullin deneddylation, primary screen, biochemical, fluorescence polarization, uHTS; inhibition, % at 12.5 µM; AID 651999, 2013; hit rate 0.38% among 360,000; Purified CSN, SCF-Nedd8-OG deneddylation;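 active means pattern-corrected inhibition above about 35%, with an unprinted fluorescence ratio check between 0.5 and 1.5, limit read from the data, passing the limit was not always enough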;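 further: 0% = enzyme with substrate and 100% = substrate without enzyme; some results filed as inactive read as strong as hits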
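Assay system: purified human Csn5 enzyme expressed in HEK293T cells; Input: 0.24 nM Csn5 enzyme, final concentration; Reagent: 10 nM SCFSkp2-Nedd8OG; Compound dosing: 12.5 µM single point; Times: reaction 90 min, room temperature; Technique: fluorescence polarization readout.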
bovine MsrA act = bovine MsrA enzyme activators, primary screen, biochemical, absorbance, HTS | purified bovine MsrA, absorbance read-out | hit rate 0.3% among 360,000 | activation, % at 10.6 µM; in the data active means activation above about 7.5%;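 further: 0% = vehicle and 100% = reference activator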
Rin1-Abl PPI inh = inhibitors of Rin1-Abl protein binding, primary screen, biochemical, TR-FRET. hit rate 0.4% among 360,000. inhibition, % at 7.35 µM; in the data active means inhibition above about 5%, passing the limit was not always enough
Target sequence (P00519 whole entry, looked up): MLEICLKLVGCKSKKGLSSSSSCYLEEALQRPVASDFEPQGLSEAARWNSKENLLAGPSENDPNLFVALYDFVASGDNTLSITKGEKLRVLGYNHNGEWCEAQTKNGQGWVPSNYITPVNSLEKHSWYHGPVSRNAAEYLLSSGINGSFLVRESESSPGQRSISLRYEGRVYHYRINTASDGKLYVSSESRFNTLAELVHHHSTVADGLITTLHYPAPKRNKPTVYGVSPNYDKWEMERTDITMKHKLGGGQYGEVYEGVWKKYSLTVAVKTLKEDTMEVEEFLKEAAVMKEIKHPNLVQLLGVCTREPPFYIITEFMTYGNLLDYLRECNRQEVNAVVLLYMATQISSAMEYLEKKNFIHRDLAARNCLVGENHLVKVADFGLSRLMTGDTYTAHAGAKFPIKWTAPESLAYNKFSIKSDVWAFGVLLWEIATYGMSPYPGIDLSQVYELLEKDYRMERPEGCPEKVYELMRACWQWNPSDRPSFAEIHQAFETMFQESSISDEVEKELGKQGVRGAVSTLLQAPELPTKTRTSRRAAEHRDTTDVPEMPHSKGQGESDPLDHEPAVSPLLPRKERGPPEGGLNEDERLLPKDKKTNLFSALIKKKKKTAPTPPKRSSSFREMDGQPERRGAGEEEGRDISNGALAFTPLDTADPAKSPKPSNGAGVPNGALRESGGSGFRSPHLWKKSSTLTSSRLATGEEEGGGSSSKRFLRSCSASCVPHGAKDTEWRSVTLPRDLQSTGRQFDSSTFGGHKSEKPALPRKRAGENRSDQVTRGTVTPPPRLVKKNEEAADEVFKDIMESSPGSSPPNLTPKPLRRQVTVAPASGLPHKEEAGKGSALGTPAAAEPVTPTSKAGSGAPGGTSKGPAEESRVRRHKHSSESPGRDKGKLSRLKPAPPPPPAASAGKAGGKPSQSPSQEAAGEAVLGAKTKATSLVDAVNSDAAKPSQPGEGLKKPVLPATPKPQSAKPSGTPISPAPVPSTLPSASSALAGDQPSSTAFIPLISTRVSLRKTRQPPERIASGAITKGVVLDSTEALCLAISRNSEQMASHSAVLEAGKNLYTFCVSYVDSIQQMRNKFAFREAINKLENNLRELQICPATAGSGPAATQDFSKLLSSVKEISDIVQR
Target sequence (Q13671 whole entry, looked up): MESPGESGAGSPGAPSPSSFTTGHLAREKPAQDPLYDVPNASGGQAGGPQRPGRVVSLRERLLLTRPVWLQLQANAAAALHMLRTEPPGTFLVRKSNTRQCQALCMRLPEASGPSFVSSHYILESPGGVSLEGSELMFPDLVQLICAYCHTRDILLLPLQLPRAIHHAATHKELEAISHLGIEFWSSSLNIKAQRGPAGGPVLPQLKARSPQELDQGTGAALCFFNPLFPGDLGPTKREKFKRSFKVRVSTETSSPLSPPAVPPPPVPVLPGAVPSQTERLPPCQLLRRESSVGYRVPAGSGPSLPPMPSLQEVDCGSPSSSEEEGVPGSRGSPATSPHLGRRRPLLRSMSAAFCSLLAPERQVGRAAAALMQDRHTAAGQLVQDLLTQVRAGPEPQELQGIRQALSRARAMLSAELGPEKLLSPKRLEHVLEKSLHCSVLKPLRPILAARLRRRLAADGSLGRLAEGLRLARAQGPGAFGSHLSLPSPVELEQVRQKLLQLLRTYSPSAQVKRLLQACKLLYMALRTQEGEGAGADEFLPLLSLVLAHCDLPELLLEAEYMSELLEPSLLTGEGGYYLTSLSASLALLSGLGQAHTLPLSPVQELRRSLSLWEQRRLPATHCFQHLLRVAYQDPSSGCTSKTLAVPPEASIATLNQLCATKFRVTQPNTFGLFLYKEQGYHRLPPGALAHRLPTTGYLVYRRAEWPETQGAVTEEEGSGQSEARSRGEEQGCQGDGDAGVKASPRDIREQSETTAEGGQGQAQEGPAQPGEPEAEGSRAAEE
MT1-MMP act inh = blockers of MT1-MMP proenzyme processing, primary screen, HT1080 RFP-PRO-GFP cells, GFP/RFP fluorescence; AID 651647, 2012; GFP/RFP ratio fluorescence, overnight; percent of plate control window, DMSO zero; Matrix metalloproteinase-14 (Homo sapiens), P50281; GFP/RFP ratio change, % at 20 µM; hit rate 0.061% among 360,000;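 active means GFP/RFP ratio change of at least 30% with cell ATP level not reduced by more than half and red fluorescence within 50% of control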; further: strong numbers were not always called active
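Assay system: HT1080 RFP-PRO-GFP cells. Benchmarks: DMSO vehicle wells and RFP-L50D-GFP reporter cell wells. Times: overnight cell settling, then overnight compound exposure, 37 °C, 5% CO2. Compound: 20 µM single dose, 1% DMSO. Read-out basis: GFP/RFP fluorescence ratio.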
Rpn11 block = Rpn11 (PSMD14) deubiquitinase inhibitors, primary screen, biochemical, fluorescence polarization, uHTS; 26S proteasome non-ATPase regulatory subunit 14 (Homo sapiens), O00487; calls only at 20 µM; hit rate 0.59% among 360,000; AID 588493, 2011; human 26S proteasome, Ub4-pepOG fluorescence polarization; 20S core pre-blocked with epoxomicin;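 active means inhibition at 20 µM, scaled to each plate's controls, above about 33%, limit read from the data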
PABP1 MLLE inh = inhibitors of PABP1 MLLE–PAM2 peptide binding, primary screen, biochemical, fluorescence polarization, FITC-PAM2, GST-MLLE. inhibition, % at 20 µM. Polyadenylate-binding protein 1 (Homo sapiens), P11940. hit rate 0.36% among 360,000. AID 588489, 2011; in the data active means inhibition above about 35%, passing the limit was not always enough;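 further: plate controls were DMSO wells with GST-MLLE for no effect and wells lacking GST-MLLE protein for full effect; some results filed as inactive read as strong as hits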
FAS TE block = FAS thioesterase domain inhibitors, primary screen, biochemical, fluorescence intensity, uHTS; Fatty acid synthase (Homo sapiens), P49327; recombinant FAS-TE, OMFH fluorogenic substrate, fluorescence endpoint; inhibition, % at 15 µM; hit rate 0.67% among 360,000; AID 602261, 2012;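 active means compounds whose normalised, plate-corrected inhibition of enzyme fluorescence in the single-dose primary screen is 50% or more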;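 further: 0% = DMSO with enzyme and 100% = substrate without enzyme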
The depositor's hits bear a star; i = inactive; · = not tested or not shown; + = active, no number; & = joins results of further samples; ! = a repeat was not active. The order is random; overall some 3.7% were active at least once.

SMILES	E coli Lon inh	MsrA inh	CSN deneddyl inh	bovine MsrA act	Rin1-Abl PPI inh	MT1-MMP act inh	Rpn11 block	PABP1 MLLE inh	FAS TE block
O=C(CCCN1C(=O)CSc2ncccc21)N1CCN(c2cccc(C(F)(F)F)c2)CC1	-2.8	-1.2	-2.2	-0.3	2.5	-1.7	i	-7.7	4.5
O=C1CC(N2CCN(C3CC(=O)N(CCc4ccccc4)C3=O)CC2)C(=O)N1CCc1ccccc1 (stereo not given)	3.9	-0.6	3.2	-3.0	-3.8	-0.1	i	5.9	-5.8
CSc1ccccc1-c1nnc(-c2ccc(Cl)cc2)o1	-9.5	-0.3	4.2	-2.9	-0.8	3.3	i	6.7	20.2
CC(=O)CC1(OC(C)=O)C(=O)N(C)c2ccccc21 (stereo not given)	10.3	-0.7	0.6	-3.6	4.1	-0.6	i	-1.6	-5.5
CCS(=O)(=O)c1ccc2oc(SCC(=O)Nc3ccc(OC)cc3OC)nc2c1	6.0	2.4	4.0	-2.6	3.1	0.9	i	6.0	-4.3
CC1(C)Cc2c(c(-c3ccco3)nc3sc4c(NCCO)ncnc4c23)CO1	-12.9	1.4	5.0	-4.8	-5.6	-0.9	i	0.8	-4.3
CCOc1ccc2c(c1)C(C)=CC(C)(C)N2	6.0	0.6	1.9	-3.9	-0.1	-8.4	i	12.4	0.3
O=C(C1CC1)N1CCN(c2ccc([N+](=O)[O-])cc2-n2cccc2)CC1	1.7	0.3	-0.1	-1.9	-2.1	6.4	i	-6.8	23.7
CC(C)(C)C1CCc2onc(C(=O)N3CCOCC3)c2C1 (stereo not given)	12.6	-0.8	33.9	-4.4	3.2	3.2	i	1.4	-4.2
C=CCSc1nc2ccccc2n2cnnc12	-369.9	2.5	7.1	-0.9	2.6	4.2	i	8.8	-0.4
CCOC(=O)N1CCN(c2cc(NCCC(=O)O)c3c4c(onc24)-c2ccccc2C3=O)CC1	8.8	·	4.8	-3.6	-12.2	-37.2	·	141.1	-77.3
O=c1ncn(-c2ccccc2C(F)(F)F)c2ncccc12	12.8	-1.7	0.3	-2.2	0.1	2.0	i	-0.4	-8.4
O=C(N/N=C/c1coc2ccccc2c1=O)c1ccccc1Br	-0.8	0.6	-2.9	-3.9	0.5	-10.5	i	3.6	7.6
COc1ccc(-c2cn(CCC(=O)O)c(-c3ccc(Cl)nc3)n2)cc1	4.1	0.4	-0.7	-2.7	2.9	0.6	i	-10.2	-14.0
COC(=O)CSc1nc(NCC(C)C)nc(N2CCOCC2)n1	-6.3	-0.4	5.1	-6.9	-0.4	2.6	i	-4.8	-11.4
Cc1ccccc1Cn1nc(C)c(NC(=O)/C=C/c2cnn(C)c2)c1C	2.5	0.4	-6.7	-12.5	-3.5	-9.1	i	6.0	-12.4
Fc1ccc(SCCc2ccncc2)cc1	3.1&-5.6	1.0&0.6	3.0&-4.5	-10.0&-10.9	-1.4&1.8	2.6&1.0	i	42.8*!	-1.8&-13.9
COc1cccc(C=NNC(=O)C(C)SC(C)C(=O)NN=Cc2cccc(OC)c2)c1 (stereo not given)	2.8	-0.2	0.0	1.5	2.3	2.4	i	-2.5	-2.7
COC(=O)c1sc(S(=O)(=O)N2CCCCC2C)c(C(=O)OC)c1C (stereo not given)	8.0	1.7	-1.9	-5.7	-0.1	-0.1	i	-5.0	29.5
c1csc(-c2nn3c(C4COc5ccccc5O4)nnc3s2)c1 (stereo not given)	-13.2	·	6.5	-3.2	-2.6	6.8	i	22.3	9.9
O=C(Cn1cnc2c(nnn2Cc2ccccc2)c1=O)c1ccccc1	-4.8	-0.1	-6.0	-0.7	1.7	1.3	i	-12.9	-7.9
COc1cc2c(cc1C1NC(=S)NC(C)=C1C(=O)N(C)C)CCCC2 (stereo not given)	-16.2	-0.4	-3.9	-2.2	1.3	-1.4	i	-145.2	-11.9
CC(=O)Nc1cc(-c2nn(C)c(=O)c3ccccc23)ccc1N1CCOCC1	1.3	1.1	1.0	-1.2	-0.8	3.9	i	-7.3	-1.8
NC(COCc1ccccc1)c1csc(NC(=O)Nc2cccc(Cl)c2)n1 (stereo not given)	3.7	-1.0	-2.9	0.5	-7.7	-0.6	i	-2.2	-21.8
Cc1ccc2nc(-c3ccco3)c(CC(C)(C)C)n2c1	10.9	0.8	4.0	-10.0	4.3	0.0	i	-0.6	-0.6

Some of the entries so far, with bars between the fields.
SMILES | E coli Lon inh | MsrA inh | CSN deneddyl inh | bovine MsrA act | Rin1-Abl PPI inh | MT1-MMP act inh | Rpn11 block | PABP1 MLLE inh | FAS TE block
CC(=O)CC1(OC(C)=O)C(=O)N(C)c2ccccc21 (stereo not given) | 10.3 | -0.7 | 0.6 | -3.6 | 4.1 | -0.6 | i | -1.6 | -5.5
CCS(=O)(=O)c1ccc2oc(SCC(=O)Nc3ccc(OC)cc3OC)nc2c1 | 6.0 | 2.4 | 4.0 | -2.6 | 3.1 | 0.9 | i | 6.0 | -4.3

Next entries.
SMILES	E coli Lon inh	MsrA inh	CSN deneddyl inh	bovine MsrA act	Rin1-Abl PPI inh	MT1-MMP act inh	Rpn11 block	PABP1 MLLE inh	FAS TE block
Cc1cc(C)nc(N2CCN(C(=O)c3ccc(S(=O)(=O)N4CCCCCC4)cc3)CC2)n1	-6.6	2.0	-3.2	-1.4	-1.9	-7.4	i	-8.4	7.3
O=C(NCc1ccc(C(F)(F)F)cc1)C1CC(c2ccccc2[N+](=O)[O-])=NO1 (stereo not given)	-7.9	-0.1	0.3	-1.5	0.0	2.6	i	-2.7	10.1
O=C(/C=C/c1ccc(Br)cc1)NC(=S)Nc1ccc(S(=O)(=O)Nc2nccs2)cc1	-3.1	0.1	74.8*	-0.8	-3.9	-11.2	+	30.1	3.6
FC(F)(F)c1cc(CO[C@@H]2CCCN[C@@H]2c2ccccc2)cc(C(F)(F)F)c1	-0.3	-1.8	-2.0	-5.0	-1.5	1.6	i	-3.2	7.4
COC(CNC(=O)c1ccc2c(c1)ncn2-c1ccc(F)c(F)c1)OC	-0.4	1.2	5.4	-6.0	5.6	0.5	i	-5.5	-0.6
COc1ccc(CNC(=O)C2CCC(CNc3c(N4CCC(C)CC4)c(=O)c3=O)CC2)cc1 (stereo not given)	-3.2	0.7	2.0	-3.1	-1.1	2.2	i	8.3	1.7
Fc1cccc(Cc2c(-c3ccccc3)nc3c4ccccc4ccn23)c1	-11.7	1.0	2.3	-15.6	·	-1.3	·	·	25.6
CCn1c(C(C)NC(=O)c2cccc(C)c2)nc2ccccc21 (stereo not given)	-1.6	-0.1	0.3	-6.0	4.9	-2.0	i	-3.0	-2.8
CC(C)c1ccc(-c2nnc(N)s2)cc1	1.8	-0.8	0.5	-0.8	-3.4	-1.0	i	20.3	-10.2
COC(C[C@@H]1O[C@@H]1[C@H](O)[C@@H](C)OCc1ccccc1)OC	3.6	0.0	2.0	-3.5	1.5	2.6	i	-1.2	-3.7
CCN1CCN(C(=O)C2CCN(c3nnc(C)c4c(C)n(-c5ccc(C)cc5)nc34)CC2)CC1	-8.2	1.6	1.3	3.2	-4.0	-2.8	i	-6.3	-7.2
CCOc1ccccc1N1CCN(C(=O)C(F)(F)F)CC1	-12.4	·	5.1	-5.0	4.4	-3.5	i	0.7	-5.5
COc1ccccc1NC(=O)N(C)C[C@@H]1OCc2ccccc2-c2c(n(C)c3ccccc23)C(=O)N([C@H](C)CO)C[C@@H]1C	0.9	0.1	-4.1	-5.3	-0.5	0.4	i	0.8	3.5
Cc1[nH]n(-c2ccccc2)c(=O)c1/C=N/N1C(=O)c2cccc3cccc(c23)C1=O	10.3	3.3	-3.5	-4.9	-3.7	-1.6	i	7.3	-7.1
CCOC(=O)C1=C(CN2c3ccccc3CC2C)NC(=O)NC1c1ccccc1 (stereo not given)	-0.2	0.2	-4.3	-11.6	1.1	2.9	i	5.9	3.9
O=C(COc1ccc(S(=O)(=O)N2CCCC2)cc1)NCCC1=CCCCC1	5.6	-0.5	-0.7	-1.3	-0.7	0.8	i	2.6	18.5
CCOc1ccc(N(C(=O)c2ccccc2Cl)C2=NC(C)(C)CS2)cc1	3.7	-0.6	2.6	-1.0	-1.9	4.0	i	8.0	13.0
C=CCNC(=O)c1onc(CSc2cc(C)cc(C)c2)c1C(=O)O	2.1	0.8	-0.4	-9.1	2.9	0.9	i	7.8	-10.3
CCNC(=S)N1CCN(c2nc(CC)nc3sc4c(c23)CCCC4)CC1	-2.3	-0.3	0.2	-4.5	0.8	1.7	i	-145.3	23.5
COc1ccnc(Oc2ccccc2)c1C#N	-1.6	-0.6	9.3	-0.8	0.8	1.4	i	-8.6	26.7
COc1ccc(/C(C)=N/NS(=O)(=O)c2cc(C)ccc2C)c(OC)c1	1.4	-1.1	-6.3	-7.8	1.4	0.2	i	6.5	-0.5
O=C(Nc1nc(-c2cccs2)cs1)c1ccc(Cl)s1	-8.4	1.9	-2.1	-6.3	2.9	-22.7	i	23.4	27.8
Cc1ccc(Cl)cc1NC(=O)c1ocnc1C	-5.6	1.2	4.6	-2.4	-1.7	5.7	i	12.5	-4.6
O=C(Nc1ccc(Cl)cc1)C1Cc2c(-c3ccccc3Oc3ccccc3)ccnc2O1 (stereo not given)	-0.7	0.2	-2.9	-4.2	-5.1	-12.8	i	0.0	24.6
CN(c1ccc(OCC(=O)OCC(=O)Nc2c(F)c(F)c(F)c(F)c2F)cc1)S(=O)(=O)c1ccc(F)cc1	-9.4	-0.8	-9.3	-0.9	-3.2	-2.8	i	-21.6	4.7
CN(Cc1cn(-c2ccccc2)nc1-c1ccc(F)cc1)C(=O)CCC(=O)O	-1.1	-0.5	2.5	-3.0	2.3	0.2	i	-2.1	-1.9
CCOC(=O)c1sc(C)nc1C1CCN(C(=O)OCC)CC1	-1.0	-0.1	3.7	-9.4	0.6	-0.5	i	19.0	-17.0
COC(=O)C1=C(C(=O)OC)[C@@H]2Nc3ccccc3[C@@]23C[C@@H](C(=O)OC)N(C(=O)C2CCC2)C3=N1	0.0	-0.3	-2.2	-1.3	-0.6	-2.1	i	14.7	2.9
CCCSC1=N/C(=C\c2ccc([N+](=O)[O-])o2)C(=O)S1	6.8	1.3	39.1	-4.3	3.1	-2.1	+	-44.7	2.6

Four entries out of the list, ordered by count of non-hydrogen atoms, rising:
SMILES	E coli Lon inh	MsrA inh	CSN deneddyl inh	bovine MsrA act	Rin1-Abl PPI inh	MT1-MMP act inh	Rpn11 block	PABP1 MLLE inh	FAS TE block
Cc1ccc(Cl)cc1NC(=O)c1ocnc1C	-5.6	1.2	4.6	-2.4	-1.7	5.7	i	12.5	-4.6
O=C(Nc1nc(-c2cccs2)cs1)c1ccc(Cl)s1	-8.4	1.9	-2.1	-6.3	2.9	-22.7	i	23.4	27.8
COC(=O)C1=C(C(=O)OC)[C@@H]2Nc3ccccc3[C@@]23C[C@@H](C(=O)OC)N(C(=O)C2CCC2)C3=N1	0.0	-0.3	-2.2	-1.3	-0.6	-2.1	i	14.7	2.9
CN(c1ccc(OCC(=O)OCC(=O)Nc2c(F)c(F)c(F)c(F)c2F)cc1)S(=O)(=O)c1ccc(F)cc1	-9.4	-0.8	-9.3	-0.9	-3.2	-2.8	i	-21.6	4.7
